High-throughput results: PubChem, National Center for Advancing Translational Sciences (NCATS)
uPA surface inh – inhibitors of cell surface uPA generation; cell surface uPA generation assay, qHTS; Potency, µM (highest dose often 38.3 µM), inactives show at the top dose activity change, negative = inhibition, most hits filed as inhibitors; actives 0.31% (n = 330,000); active means well fitted inhibition curve with a large enough effect; inconclusive means small, poorly fitted or top-dose-only effect; inactive means no such curve, though single readings can be large or run the other way; tested in mouse RAW 264.7 cells; further: potency means the concentration at half of the fitted maximal effect; nearly all actives have a fitted effect of over 55% in size
Giardia killer – kills Giardia lamblia; Giardia lamblia trophozoite viability; activity change, % at 7.66 µM, hits read low; actives 0.15% (n = 340,000); AID 540267; in the data active means activity change below about -80%; inconclusive means between about -30% and that limit;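 further: parasites exposed to compound for two days anaerobically before the ATP read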
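Each well holds 100 Giardia trophozoites and compound. After two days (48 hrs) at 37 deg C in anaerobic conditions, ATP is quantified by luminescence.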
KCNH2 3.1 inh – KCNH2 3.1 (human) potassium channel inhibition; activity change, % (tested at about 1.8 µM); actives 0.95% (n = 340,000); U2OS KCNH2 3.1, thallium flux FluxOr; active compounds read low;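 active means maximum activity change below -70%; inconclusive means maximum activity change from -70% to -50%; inactive means maximum activity change above -50%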;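 further: thallium influx rate constant from kinetic fluorescence after stimulation buffer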
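Thallium flux via FluxOr fluorescence (Red40 quencher, 45 min loading) in U2OS cells virally expressing the KCNH2 3.1 isoform (1.77 x 10^8 /mL virus, overnight at 37 C). Rate constants from 2-min kinetic reads post-stimulation, normalised to positive and negative controls.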
* marks the source's active call; other numbers are inactive results; ? = inconclusive; [ ] = remark or other dose. On the % scale 0 is the no-effect control and ±100 the full control effect. An excerpt (hit frequency here may not be typical).

structure	uPA surface inh	Giardia killer	KCNH2 3.1 inh
NC(N)=N/N=C(\N=Nc1ccccc1)c1ccc(Cl)cc1	-3%	16	-41
COc1ccc(C(=O)/C=C/NCc2ccc(C)cc2)cc1	-7%	-3	-7
COc1cccc(NC(=O)c2nn(C)cc2Br)c1	5%	0	-6
COc1cc(/C=C/c2ccccc2)cc(OC)c1	-1%	9	12
CCOC(=O)Cc1csc(NC(=O)c2cnc3scc(C)n3c2=O)n1	3%	22	2
O=C1OC=NC1=Cc1ccccc1	6%	15	2
CCN(CC)S(=O)(=O)c1ccc(N2CCOCC2)c(NC(=O)c2nn(C)c(=O)c3ccccc23)c1	-16%	6	-9
O=C(NCCc1ccccc1)c1cc(-c2ccccc2)c(N2CCOCC2)s1	10%	-18	-1
O=C1c2c(O)cc(O)cc2O[C@H](c2ccc(O)cc2)[C@H]1O	11%	13	-9
O=C(NCc1cccs1)Nc1cccc(Cl)c1	-3%	-6	12
Cc1ccc(C)c(Nc2cc(C)nc3ccccc23)c1	-27%	13	-9
O=C(CN1CCCCC1)NC1CCc2cc3c(cc21)CCC3 (centres undefined)	1%	8	-2
O=C1CC(c2ccccc2)=NN1c1ccccc1	0%	9	15
CCN(CC)CCNC(=O)c1nn(-c2ccc(Cl)cc2)c2c1CCc1cc(OC)ccc1-2	3%	-11	?
COc1cc2sc3ccc(C#CC4(O)CCCCC4)cc3c(=O)c2cc1OC	?	-17	-8
COc1ccc(/C=N/NC(=O)c2sccc2C)c2ccccc12	-3%	-4	5
N#C/C(=C/C1=C(N2CCOCC2)C(=C/c2ccccc2)/CC1)C(=O)Nc1ccccc1F	27%	-1	-41
CC(C)(C)c1ccc(-c2ccc3c(c2)S(=O)(=O)c2ccccc2C3=O)cc1	5%	7	1
O=C(NCc1ccccc1)c1ccc(NC(=O)C2CCCC2)cc1	14%	-24	2
Nc1nc(SCc2ccccc2Cl)c2ncn(C3OC(CO)C(O)C3O)c2n1 (centres undefined)	8%	-3	-2
O=[N+]([O-])c1ccc(/C=N/Nc2ncccc2[N+](=O)[O-])s1	-2%	-93*	1
Oc1ccccc1C=NNC(=S)Nc1ccc(F)cc1	-18%	-17	-22
CC(C)C[C@@H](CN1CCC[C@@H]1CN1C(=O)C(=O)NC[C@@H]1Cc1ccccc1)N1C[C@H](Cc2ccc(O)cc2)N(CC2CCCCCC2)C(=O)C1=O	4%	4	8
COC(=O)c1nc[nH]c1[N+](=O)[O-]	1%	-8	11

An excerpt from above in order of their number in uPA surface inh, rising:
structure | uPA surface inh
COc1cc(/C=C/c2ccccc2)cc(OC)c1 | -1%
Nc1nc(SCc2ccccc2Cl)c2ncn(C3OC(CO)C(O)C3O)c2n1 (centres undefined) | 8%
O=C(NCCc1ccccc1)c1cc(-c2ccccc2)c(N2CCOCC2)s1 | 10%
O=C(NCc1ccccc1)c1ccc(NC(=O)C2CCCC2)cc1 | 14%
N#C/C(=C/C1=C(N2CCOCC2)C(=C/c2ccccc2)/CC1)C(=O)Nc1ccccc1F | 27%

(continued)
structure	uPA surface inh	Giardia killer	KCNH2 3.1 inh
c1ccc(-c2ccncn2)cc1	-1%	-12	12
CCc1nc2ccccc2c(=O)n1/N=C/c1ccc(Cl)cc1	-2%	-5	3
O=C(N/N=C/c1cccnc1)c1cc(-c2ccc(Cl)cc2)nc2ccccc12	?	0	-7
O=[N+]([O-])c1cccc(COc2ccccc2CN2CCCC2)c1	-11%	?	-44
CCOc1cccc2sc(N(CCN(C)C)C(=O)CCS(=O)(=O)c3ccccc3)nc12	-3%	15	20
COCCN(C(=O)c1cc(-c2ccc(F)cc2)nc2ccccc12)c1c(N)n(CC(C)C)c(=O)[nH]c1=O	8%	2	3
CC(C)CN(C(=O)COC(=O)c1cc2ccccc2cc1O)c1c(N)n(Cc2ccccc2)c(=O)[nH]c1=O	-11%	3	1
CN(C)CC1C2CCC(C2)C1O (centres undefined)	4%	-3	2
COc1ccc(CCC(=O)NCCOc2ccccc2Cl)cc1	-7%	28	-25
CCC1(CC)C(=O)NC(=S)N=C1N	7%	-28	-2
CCOC(=O)C(Cc1cc(N)c(Oc2ccc(OC)cc2)c(N)c1)NC(C)=O (centres undefined)	2%	3	-1
Cc1ccc(S(=O)(=O)NCC(=O)OCC(=O)c2ccc(S(=O)(=O)N3CCCCC3)cc2)cc1C	9%	-9	-12

The list goes on; it opens with the three that closed the last part.
structure	uPA surface inh	Giardia killer	KCNH2 3.1 inh
CCC1(CC)C(=O)NC(=S)N=C1N	7%	-28	-2
CCOC(=O)C(Cc1cc(N)c(Oc2ccc(OC)cc2)c(N)c1)NC(C)=O (centres undefined)	2%	3	-1
Cc1ccc(S(=O)(=O)NCC(=O)OCC(=O)c2ccc(S(=O)(=O)N3CCCCC3)cc2)cc1C	9%	-9	-12
CC(=O)Nc1ccc(NC(=O)c2ccc(N(Cc3ccccc3C)S(C)(=O)=O)cc2)cc1	3%	3	-9
O=C(CCCc1ccccn1)c1cccc2ccccc12	3%	20	3
O=C(COc1nnc2ccccn12)N1CCN(S(=O)(=O)c2ccccc2)CC1	6%	?	0
CCCCCCCCNS(=O)(=O)CCNCc1ccccc1OC	0%	18	1
O=C(c1ccc(Br)c(S(=O)(=O)N2CCOCC2)c1)N1CCN(C/C=C/c2ccccc2)CC1	1%	5	-33
COc1ccc(Cl)cc1NC(=O)c1cccc([N+](=O)[O-])c1O	-8%	7	-1
Cc1nnc(SCCn2c(N3CCCCC3)nc3c2c(=O)n(C)c(=O)n3C)s1	5%	-15	11
CCCCC(=O)NC(c1ccc(OC)c(OC)c1)c1ccc2cccnc2c1O (centres undefined)	-14%	1	4
CCO[C@@H]1OC(C(=O)O)=C[C@H](c2cn(C(C)=O)c3ccccc23)[C@H]1CCCO	8%	30[activator]	12
CC(C)[C@H](NC(=O)c1cccc(S(=O)(=O)N2CCOCC2)c1)C(=O)OCC(=O)Nc1cccc(Br)c1	-2%	-2	-3
CCCC(CC)Sc1nc2c([nH]1)c(=S)n(C)c(=O)n2C (centres undefined)	5%	-17	-14
Cc1ccc(C(=O)Nc2ccc(S(=O)(=O)N3CCOCC3)cc2)cc1Br	-1%	15	-3
Cc1ccc(C(=O)Nc2cccc3ccccc23)o1	1%	-2	4
O=C(CNC(=O)c1ccccc1)Sc1ccccc1	1%	-24	-3
COCCCNC(=O)c1ccc(-c2nc3ccccc3nc2-c2ccccc2)cc1	17%	-19	-2
C=C(C)CSC1=C(C#N)C(c2ccccc2)CC(=O)N1 (centres undefined)	-5%	7	1
O=P(Nc1ccccc1)(Nc1ccccc1)c1ccccc1	-6%	8	-10
O=C1CCCCCCCN1Cc1ccccc1	10%	?	7
COCC(=O)N(C)[C@H]1C[C@H]2c3cc(-c4ccccc4)ccc3CCN2C(=O)[C@H]1[C@H](C)O	2%	-16	-31
CN(C)CCNc1ccc(CO)c2sc3ccc(O)cc3c(=O)c12	-9%	6	-12
O=c1cc(C=NNc2ccccc2)[nH]c(=O)[nH]1	6%	-3	-1
COc1cccc(C=NNC(=O)C(C)SC(C)C(=O)NN=Cc2cccc(OC)c2)c1 (centres undefined)	-1%	1	-3
O=c1ccsc2ccccc12	-2%	31[activator]	5
COc1cc2c(cc1OC)C(=O)CCC2	-1%	-2	-5
CCCCC1C(=O)NN(c2ccccc2)C1=O (centres undefined)	3%	4	6
CCCCN(Cc1ccccc1)S(=O)(=O)c1cc2c(cc1Br)CC(C)N2C(C)=O (centres undefined)	-4%	-30	-5
CCC(=O)N=c1sc2cc(F)cc(F)c2n1C	-13%	-23	-11
CC(=O)N(CCOc1ccccc1)CCOc1ccccc1	-15%	17	-1
CCOC(=O)CC1=CCc2c1ccc(OC)c2OC	4%	-1	-13
CCOC(=O)C[C@H]1c2ccccc2S(=O)(=O)N1Cc1cccc(C(F)(F)F)c1	-9%	?	-15
COc1cccc(NC(=O)c2ccc(N3C(=O)C4CCC(C)CC4C3=O)cc2)c1 (centres undefined)	-6%	6	4
CN(C(=O)C=Cc1ccccc1)c1ccccc1	-2%	4	17
CCCCCCCCCOC(=O)C1N2C(=O)[C@@H](NC(=O)COc3ccccc3)[C@H]2SC1(C)C (some centres undefined)	12%	5	-8
O=C1C2CCCN2C(=O)N1CCN1CCN(c2cccc(C(F)(F)F)c2)CC1 (centres undefined)	1%	0	7
Cc1c(-c2ccccc2)cnc2c(C)cccc12	-14%	10	4
CCN(C(=O)CSc1nnc(-c2ccccc2OC)n1N)c1c(N)n(Cc2ccccc2)c(=O)[nH]c1=O	4%	-28	-32

2 compounds picked at random from the list so far:
structure	uPA surface inh	Giardia killer	KCNH2 3.1 inh
CC(=O)N(CCOc1ccccc1)CCOc1ccccc1	-15%	17	-1
CCOC(=O)CC1=CCc2c1ccc(OC)c2OC	4%	-1	-13

(listing goes on)
structure	uPA surface inh	Giardia killer	KCNH2 3.1 inh
C=C(C1=CCN(S(=O)C(C)(C)C)[C@H]1CCO)c1ccccc1 (some centres undefined)	3%	-30	-6
COc1cc(OC)cc(C(=O)NCCc2ccc(OC)c(OC)c2)c1	11%	-23	8
COc1ccc(/C=N\NC(=S)SCN2C(=O)C3CCC(C)(C2=O)C3(C)C)cc1 (centres undefined)	-8%	1	-12
CCCCS(=O)(=O)NC1=NCN(CCOC(=O)c2ccccc2)CN1	9%	13	-25
Cc1cc(=O)c(C(=O)O)c(C)n1-c1ccccc1	-1%	18	-6
COC(C/C=C\[C@H](O)[C@H](C)OCc1ccccc1)OC	-5%	10	15
Cc1c(-c2ccccc2Br)nc2ccccc2c1C(=O)O	5%	10	4
O=C(O)C(C=C(Cl)Cl)N1CCOCC1 (centres undefined)	1%	13	12
Nc1ccc(C#Cc2ccc3oc4ccccc4c(=O)c3c2)cc1	?	1	-1
COc1cccc(C2=CC(=O)CCC2)c1OC	-11%	-22	2
Nc1nc(-c2cccnc2)nn1S(=O)(=O)c1ccccc1	-3%	-1	22
CCOc1ccc2oc(C(=O)OCC(=O)N(CC(C)C)c3c(N)n(Cc4ccccc4)c(=O)[nH]c3=O)c(C)c2c1	2%	15	-5
CCCCCCCCNCCS(=O)(=O)NCc1ccc(OC)cc1	11%	-8	-23
O=C1NC(=S)SC1=Cc1ccccc1Br	5%	2	-16
NC1=NN(c2c(Cl)cc(Cl)cc2Cl)C(=O)C1	2%	-10	15
Oc1ccc2ccccc2c1C=NNc1ccccn1	-11%	-1	-1
O=C(CNC(=O)c1ccccc1)OCN1C(=O)c2ccccc2C1=O	3%	8	14
CC(C)CC1CCCC12NC(=O)NC2=O (centres undefined)	4%	-4	9
CCC(=O)c1ccc(OCC(=O)OCC(=O)Nc2cccc(S(=O)(=O)N3CCOCC3)c2)cc1	-1%	-4	-4
C/C(=N/NC(=O)c1ccc(C(C)(C)C)cc1)c1cccnc1	-4%	-11	-1
COc1cc(C=c2c3ccccc3n3c2cc(-c2ccccc2)[n+]3C)cc(OC)c1OC	-11%	0	-7
CC1=NNC(=O)C1Cc1c(Cl)cccc1Cl (centres undefined)	2%	-4	8
N#CC1=C(N)Oc2cc(N)ccc2C1c1ccccc1 (centres undefined)	-9%	-1	3
CC1CNC(=S)N(c2ccccc2)C1=O (centres undefined)	7%	-11	-5
Cc1ccc(S(=O)(=O)NCc2ccccc2)cc1C(=O)N(C)CC(=O)Nc1ccccc1Br	13%	0	-1
CCN(CC)S(=O)(=O)c1ccc(Cl)c(C(=O)NNC(=O)c2csc(N3CCOCC3)n2)c1	6%	-2	6
C/C(=N/NC(=O)COc1ccc(C(C)(C)C)cc1)c1ccc(N2CCOCC2)cc1	-9%	-1	0
CCN1C[C@@H]2[C@@H]3C(=O)N(C)C(=O)[C@@H]3[C@](Cc3ccccc3)(C1=O)N2C(=O)c1ccc(C(C)(C)C)cc1	-9%	32[activator]	-2
Cc1c(F)cccc1NS(=O)(=O)c1ccc(N2CCCC2=O)cc1	1%	-8	-2
CSCCC(NC(=O)COc1ccccc1)C(=O)N1CCN(c2cccc(C(F)(F)F)c2)CC1 (centres undefined)	-9%	4	-70*
COC(=O)c1sccc1NC(=O)c1cccc(F)c1	-4%	11	-10
COc1cc(-c2cc(OC)c(O)c(OC)c2)cc(OC)c1O	-15%	-12	-1
COc1cc2[nH]c3c(c2cc1OC)CCN1CCCC[C@@H]31	1%	-11	-5
CC(NC(=O)CCC(=O)Nc1ccccc1O)c1ccccc1 (centres undefined)	2%	0	0
Cc1nc(Cl)sc1C(=O)Nc1ccc(F)cc1	-4%	8	1
CCCN(CC(=O)Nc1ccccc1OC)C(=O)Cn1c(=O)oc2ccccc21	-3%	11	-17
Cc1cc(C)c(C(=O)c2ccccc2)c(C)c1	1%	-21	-9
Cc1nnc(NC(=O)CSc2nnc(CNC(=O)c3ccccc3F)n2C(C)C)s1	13%	7	1
Cc1ccccc1CN1[C@@H](C(C)C)COCCS1(=O)=O	8%	17	-1
